TEAD-YAP inh – TEAD-YAP interaction inhibition, primary screen, TEAD-YAP interaction inhibitor project, luminescence, HEK-TIYL cells; AID 1259422, 2018; inhibition, % at 9.12 µM; hit rate 1.4% among 640,000; TEAD-Gal4/YAP UAS-luciferase luminescence; in the data active = inhibition above about 32%;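 note: 0% = median of test compound wells and 100% = reference inhibitor wells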
FBW7 activator – FBW7 E3 ligase activators, primary screen, biochemical, AlphaScreen, human | F-box/WD repeat-containing protein 7 (Homo sapiens), Q969H0 | AlphaScreen FBW7–phospho-cyclin E peptide binding, activator screen | normalized activity (activation), % at 26.1 µM | hit rate 0.13% among 650,000; in the data active = normalized activity above about 1.9%;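 note: purified mutant Fbw7 with reduced substrate affinity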
MITF primary – MITF inhibitors, primary screen, biochemical, AlphaScreen, human. Microphthalmia-associated transcription factor (Homo sapiens), O75030. AlphaScreen MITF homodimerization, bead proximity signal. inhibition, % at 2.6 µM. hit rate 0.91% among 650,000; in the data active = inhibition above about 50%;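 note: 0% = vehicle wells with protein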
Target sequence (O75030 whole entry, looked up): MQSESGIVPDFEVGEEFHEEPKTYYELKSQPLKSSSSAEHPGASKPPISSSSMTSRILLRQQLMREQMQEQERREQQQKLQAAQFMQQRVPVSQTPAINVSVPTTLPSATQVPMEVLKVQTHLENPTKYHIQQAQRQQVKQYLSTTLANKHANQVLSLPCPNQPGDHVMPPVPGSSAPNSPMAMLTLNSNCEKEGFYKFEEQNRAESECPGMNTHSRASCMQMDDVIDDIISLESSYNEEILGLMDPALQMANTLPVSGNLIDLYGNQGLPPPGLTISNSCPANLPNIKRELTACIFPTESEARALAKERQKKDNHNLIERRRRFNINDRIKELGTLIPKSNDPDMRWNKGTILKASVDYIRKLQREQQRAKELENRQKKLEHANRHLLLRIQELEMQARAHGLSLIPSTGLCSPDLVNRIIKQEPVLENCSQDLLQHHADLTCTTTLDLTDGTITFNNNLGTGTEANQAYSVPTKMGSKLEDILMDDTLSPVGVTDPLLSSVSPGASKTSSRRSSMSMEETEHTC
GPR151 ag – activators of human GPR151, primary screen, cell-based, PathHunter beta-arrestin, luminescence. G-protein coupled receptor 151 (Homo sapiens), Q8TDV0. PathHunter beta-arrestin GPR151 cells. activation, % at 11.2 µM. hit rate 1% among 650,000; in the data active = activation above about 4.9%;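 note: 0% = median of compound wells and 100% = cells with positive control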
Target sequence (Q8TDV0 whole entry, looked up): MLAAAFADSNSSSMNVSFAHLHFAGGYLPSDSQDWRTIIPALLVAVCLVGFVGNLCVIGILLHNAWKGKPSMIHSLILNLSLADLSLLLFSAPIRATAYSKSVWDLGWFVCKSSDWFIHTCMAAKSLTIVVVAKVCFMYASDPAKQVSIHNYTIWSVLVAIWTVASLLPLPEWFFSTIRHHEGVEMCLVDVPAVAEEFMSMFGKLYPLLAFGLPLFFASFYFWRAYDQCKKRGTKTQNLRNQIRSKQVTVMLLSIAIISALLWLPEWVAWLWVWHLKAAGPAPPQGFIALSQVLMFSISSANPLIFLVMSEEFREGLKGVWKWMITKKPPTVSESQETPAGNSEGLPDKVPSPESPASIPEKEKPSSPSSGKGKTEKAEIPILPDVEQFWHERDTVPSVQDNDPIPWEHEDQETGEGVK
An asterisk follows results filed as active; x = not tested or not shown.

SMILES	TEAD-YAP inh	FBW7 activator	MITF primary	GPR151 ag
CC1=C(C(=O)Nc2ccc(Cl)cc2)C(c2ccc([N+](=O)[O-])cc2)NC(=O)N1 (stereo not drawn)	1.2	0.0	12.2	1.0
COc1cc(/C=C2/SC(=Nc3ccccc3Cl)NC2=O)ccc1OCc1ccccc1	6.5	0.0	0.0	0.7
CCCn1c(=O)c2c(nc3n(-c4ccc(OC)cc4)c(C)c(C)n23)n(C)c1=O	12.0	0.1	-2.1	-0.4
O=C(CCS(=O)(=O)c1ccc(Cl)cc1)OCc1ccccc1	9.8	0.0	7.6	-0.9
CC(=O)Nc1nonc1NC(=O)CSc1ncn[nH]1	-0.2	0.4	11.4	1.5
COc1ccc(NC(=O)CCc2ccccc2)cc1	-25.5	0.2	-1.1	0.1
CCOc1cccc(C(=O)Nc2cc(-c3nc4cc(C(C)C)ccc4o3)ccc2Cl)c1	-2.2	-0.1	1.0	0.6
CCOC(=O)CC(NC(=O)COc1ccc(C)cc1)c1ccc(OCC)cc1 (stereo not drawn)	0.6	0.0	-3.0	0.4
COC(C(=O)NNC(=O)c1cccc(Cl)c1)c1ccccc1 (stereo not drawn)	5.9	-0.1	2.8	0.2
COc1ccc(N(C)Cc2ccc(-c3nccnc3NS(=O)(=O)C(C)(C)C)cc2)cc1	4.6	0.2	-23.3	-1.1
CC(OC(=O)C1CCC(=O)N1)C(=O)Nc1cccc(S(=O)(=O)N2CCOCC2)c1 (stereo not drawn)	9.4	0.1	11.5	-1.0
CC(C)(CN(CCO)CCO)NS(=O)(=O)c1ccc(Cl)cc1	-3.5	0.4	9.4	-1.9
CCCC12CN3CC(C)(CN(C1)C3c1ccc(F)cc1)C2=O (stereo not drawn)	-16.4	0.8	6.5	1.1
CC(C)N(C(=O)C1CCCN1S(=O)(=O)c1cccc2nsnc12)C1CCCCC1 (stereo not drawn)	7.2	0.1	-1.1	0.2
COc1ccc(C2=NN(C(=O)CSc3nnc(CNC(=O)c4ccco4)n3CCc3ccccc3)C(c3ccc(F)cc3)C2)cc1 (stereo not drawn)	0.4	1.0	13.1	2.0
O=C(CSc1nc2ccsc2c(=O)n1CC1CCC(C(=O)O)CC1)NCC1CCCO1 (stereo not drawn)	-6.0	0.1	-4.9	0.8
COc1cccc(NS(=O)(=O)c2cc3c(cc2C)N(C)CCO3)c1	-1.8	0.1	-13.3	-1.4
COC(=O)c1ccc([C@@H]2Nc3c(OC)ccc(Cl)c3[C@@H]3C=CC[C@@H]32)cc1	-8.2	-0.2	7.7	1.6
CN(c1ccccc1)S(=O)(=O)c1cccc(C(=O)O)c1	-7.5	-0.1	-1.8	-0.3
CCCC(=O)Nc1ccc(NC(=O)c2ccccc2Cl)nc1	-12.4	0.4	15.8	-0.3
CC1CCN(CC2CCN(C(=O)Nc3ccc(F)cc3)CC2)CC1	-7.7	-0.1	-5.8	-2.0
O=C(O)CNC(=O)c1ccc(Cl)cc1Cl	-12.0	0.2	-6.3	-0.8
COC(=O)c1ccc2c(=O)[nH]c(CSc3nnc(-c4ccccc4OC)n3C)nc2c1	-3.0	0.1	-12.9	1.0
CN1CCN(C(=S)c2ccc(O)cc2)CC1	-1.4	-0.2	18.5	-0.1
N/C(=N\OC(=O)C1CCCO1)c1cccnc1 (stereo not drawn)	4.8	0.2	13.9	-1.6
More results
SMILES	TEAD-YAP inh	FBW7 activator	MITF primary	GPR151 ag
CC1=CC(C)(C)N(C(=O)Nc2ccccc2)c2cc(C)c(C)cc21	-15.5	0.0	-5.9	-1.8
CCCN1CCN(C(=O)c2ncoc2-c2ccc3ccccc3c2)CC1	-7.8	0.1	-4.2	-0.7
O=S(=O)(c1ccc2nc3c(nc2c1)-c1cccc2cccc-3c12)N1CCOCC1	7.0	0.5	6.5	-1.4
O=C1N=c2ccc(Br)cc2=C1c1sc(Nc2ccc(Br)cc2)nc1O	-3.0	0.1	-13.8	1.4
COc1cc([N+](=O)[O-])ccc1N=Cc1nc(-c2ccc(Cl)cc2)oc1O	9.6	0.1	0.6	-0.8
COc1cccc(-c2csc(N3CCN(C(=O)c4ccccc4F)CC3)n2)c1	0.0	-0.1	1.4	-0.8
COc1cc(C(=O)NC(C)C2COc3ccccc3O2)cc(OC)c1OC (stereo not drawn)	-1.9	-0.1	8.7	0.3
Cc1cnc(-n2nnc(C(=O)N3c4ccccc4CC3C)c2C)s1 (stereo not drawn)	5.3	0.6	11.9	-0.8
Cc1ccc(NC(=O)c2ccc(Cl)c([N+](=O)[O-])c2)c(C)c1	-12.1	-0.1	1.4	0.0
Cc1ccc(C2NC(=S)NC3=C2C(=O)CCC3)cc1 (stereo not drawn)	5.7	-0.2	8.7	-0.4
O=C(NNC(=O)C1OC2OC3(CCCCC3)OC2C2OC3(CCCCC3)OC12)c1cccc(Cl)c1 (stereo not drawn)	1.0	0.2	25.1	3.6
Cc1ccc(NC(=O)C2CCCCN2S(=O)(=O)c2cccs2)cc1 (stereo not drawn)	6.0	0.1	3.6	-1.6
CCCCCNCC(=O)N1CCc2ccccc21	9.6	-0.1	28.6	-0.2
COc1ccccc1-n1c(COc2cccc3ccccc23)nnc1SCC(N)=O	-1.7	0.2	-3.1	0.4
O=C(Nc1ccccc1F)c1ccc(N2CC3CC(C2)c2cccc(=O)n2C3)c(NC(=O)c2cccc(C(F)(F)F)c2)c1 (stereo not drawn)	1.2	-0.3	-0.3	0.7
O=S(=O)(c1cccc2nsnc12)N1CCCc2ccccc21	6.1	-0.1	5.9	-0.8
CCN(CC)c1cc(C)nc(Nc2ccc(NC(=O)C(C)C)cc2)n1	47.6*	0.2	13.0	-0.9
Cc1nc2ccccc2c2oc(C(=O)NCc3ccc4c(c3)OCO4)cc12	7.3	-0.1	0.0	-0.3
CNC(=O)c1ccccc1Nc1cc(NC(=O)Cc2ccccc2)ncc1C(F)(F)F	72.5*	0.3	-23.7	3.0
COc1ccc(F)c(CN2CCC(C3(CCc4ccccc4)NC(=O)NC3=O)CC2)c1 (stereo not drawn)	3.6	0.1	80.6*	1.3
Cc1ccc(C2CC(=O)N3CN(Cc4ccco4)CSC3=C2C#N)cc1 (stereo not drawn)	-4.1	-0.5	2.2	3.5
Nc1nonc1-n1nnc(C(=O)N/N=C/c2cccc(O)c2)c1CN1CCc2ccccc21	12.1	0.4	6.3	-0.9
Cc1ccc(NC(=O)CCC(=O)NNC(=O)c2ccccc2Cl)c(C)c1	-1.6	0.1	0.0	-1.3
Cc1cc(Cl)ccc1OCCCC(N)=O	-6.0	-0.1	-13.2	0.2
CC(=O)c1ccc(NC(=O)NC(C)C23CC4CC(CC(C4)C2)C3)cc1 (stereo not drawn)	-18.5	0.0	-11.9	0.6
Remaining list, next part
SMILES	TEAD-YAP inh	FBW7 activator	MITF primary	GPR151 ag
CCC1CCc2c(sc(NC(=O)c3cnccn3)c2C#N)C1 (stereo not drawn)	17.8	0.0	8.7	0.1
O=C(N=C1N=C2C=CC(Br)=CN2Cc2ccccc21)c1ccccc1Cl	-46.8	0.1	3.2	-1.8
COc1ccccc1C(=O)n1nc(-c2ccc(Cl)cc2)nc1N	-15.5	0.0	7.2	2.8
CC(C(=O)N1CCC2(CC1)NC(=O)c1ccccc1O2)n1nnc2ccccc21 (stereo not drawn)	-11.5	1.4	-0.4	1.3
COCCn1c2c(c(=O)[nH]c1=O)C(c1ccc(Cl)cc1)C1=C(N2)c2ccccc2C1=O (stereo not drawn)	-2.6	0.0	14.2	0.0
COc1ccc2oc(=O)c(C(=O)Nc3nccs3)cc2c1	7.2	0.5	17.4	-0.9
CC#CCN1c2ccccc2[C@]23CCC(=O)N(Cc4ccco4)C2=NC(C(=O)OC)=C(C(=O)OC)[C@H]13	x	0.0	15.8	1.0
CCOC(=O)C(=O)NNc1ccc(Cl)cc1	-2.1	0.1	16.4	-0.9
COc1ccc(-c2nn(-c3ccccc3)cc2C(=O)N2CCOCC2)cc1OC	-20.1	-0.2	1.8	-0.3
Cc1ccc(F)c(CN[C@H]2C[C@H]3C(=O)N[C@@H](C(C)C)C(=O)N3C2)c1	10.6	0.1	2.4	-0.2
Cc1c(N2C(=O)/C(=C\C3CC=CCC3)SC2=S)c(=O)n(-c2ccccc2)n1C (stereo not drawn)	10.7	-0.6	-5.6	-0.4
NC1CONC1=O (stereo not drawn)	-1.9	0.1	13.8	1.3
Cc1ccc(/C=N/NC(=O)C2CC(=O)N(c3ccccc3)C2)cc1 (stereo not drawn)	25.9	-0.1	-18.4	-0.4
CCCC(=O)Nc1ccc(S(=O)(=O)NC(C)=O)cc1	5.3	0.0	-0.8	1.8
CCn1c(SCC(=O)Nc2cccc(NC(=O)C3CC3)c2)nnc1-c1cccs1	-21.2	-1.6	0.4	0.5
CCc1ccc(-c2cc(C(=O)NCc3ccncc3)c3ccccc3n2)cc1	-8.7	0.1	5.3	0.4
CNC(=O)C1OC(C)(C(C)(C)C)OC1C(=O)NC (stereo not drawn)	-11.4	0.2	4.1	-0.9
Cc1cccc(OCCCC(=O)N2CCCCCC2)c1C	11.0	0.2	0.3	2.5
O=C1CSC(c2ccc(Cl)cc2)N1c1ccc(F)cc1 (stereo not drawn)	8.8	0.1	13.6	1.5
COC(=O)c1sc2nc3c(cc2c1N)CC(C)CC3 (stereo not drawn)	-16.7	0.0	-0.1	2.3
COc1cc(C2C(C(=O)Nc3cccc(C)n3)=C(C)NC3=C2C(=O)CCC3)cc(OC)c1OC (stereo not drawn)	-8.3	0.1	6.6	-1.0
Cc1ccc(S(=O)(=O)Nc2ccc3oc4c(c3c2)C(=O)CC(C)(C)C4)c(C)c1	0.0	0.2	3.4	-0.1
Cc1ccc(C(=O)Nc2cccc(Cl)c2)o1	-46.3	-0.1	-8.7	-3.2
O=S(=O)(c1ccccc1)c1nc(-c2ccccc2Cl)oc1N1CCOCC1	4.6	0.1	18.2	-0.6
O=C(C1CCN(S(=O)(=O)c2ccc3[nH]c(=O)ccc3c2)CC1)N1CCCCCC1	-5.9	0.1	-11.3	-1.2

Looked up by compound from above, 3 records:
SMILES	TEAD-YAP inh	FBW7 activator	MITF primary	GPR151 ag
O=C1CSC(c2ccc(Cl)cc2)N1c1ccc(F)cc1 (stereo not drawn)	8.8	0.1	13.6	1.5
O=S(=O)(c1ccccc1)c1nc(-c2ccccc2Cl)oc1N1CCOCC1	4.6	0.1	18.2	-0.6
COc1cc(C2C(C(=O)Nc3cccc(C)n3)=C(C)NC3=C2C(=O)CCC3)cc(OC)c1OC (stereo not drawn)	-8.3	0.1	6.6	-1.0

Whole records from above:
COc1ccc(-c2nn(-c3ccccc3)cc2C(=O)N2CCOCC2)cc1OC is listed with TEAD-YAP inh = -20.1; FBW7 activator = -0.2; MITF primary = 1.8; GPR151 ag = -0.3
COc1ccc2oc(=O)c(C(=O)Nc3nccs3)cc2c1 is listed with TEAD-YAP inh = 7.2; FBW7 activator = 0.5; MITF primary = 17.4; GPR151 ag = -0.9
CCC1CCc2c(sc(NC(=O)c3cnccn3)c2C#N)C1 (stereo not drawn) is listed with TEAD-YAP inh = 17.8; FBW7 activator = 0.0; MITF primary = 8.7; GPR151 ag = 0.1

Later entries
SMILES	TEAD-YAP inh	FBW7 activator	MITF primary	GPR151 ag
CCOCC(=O)Nc1c(C(=O)Nc2ccc(C)cc2)oc2ccccc12	-19.1	0.1	12.2	0.8
O=C(Nc1sc2c(c1C(=O)N1CCOCC1)CCCC2)c1ccco1	2.9	-0.1	2.0	0.9
COc1ccc(CNC(=O)CN(C(=O)c2snc(C(N)=O)c2N)c2ccccc2)cc1	8.9	-0.1	-1.1	-0.4
CCCCCc1nnc(NC(=O)CCCC)s1	-8.4	0.1	1.4	-1.7
CC(C)C(=O)NC(Nc1sc2c(c1C#N)CCCC2)(C(F)(F)F)C(F)(F)F	4.8	0.0	15.5	-0.4
O=C(CN1CCN(S(=O)(=O)c2ccc(Cl)cc2)CC1)Nc1ccc(Cl)c(C(F)(F)F)c1	-5.3	0.2	14.3	-1.1
COc1ccc(-c2ccc(SCC(=O)NC(C)C)nn2)cc1OC	-3.5	-0.1	2.8	0.0
CC(=O)Nc1ccc(I)cc1C	-5.8	-0.2	-6.8	0.7
CCC(C)NCCCCOc1ccc(C)cc1[N+](=O)[O-] (stereo not drawn)	-6.4	-0.4	70.3*	2.3
Cc1ccc(S(=O)(=O)N(CC(=O)NCC2CCCO2)Cc2ccccc2Cl)cc1 (stereo not drawn)	-1.3	-0.3	7.3	-0.8
CC(=O)N(C)c1nnc(-c2cccc(N(C)C)c2)s1	16.1	-0.1	15.0	2.7
C#CCN1C(=O)C2C(C(=O)NC)C3C=CC2(O3)C1C(=O)NCc1ccc(F)cc1 (stereo not drawn)	1.1	0.4	3.2	-0.7
Cc1nc2ccc(S(=O)(=O)NC(C(=O)N3CCCCC3)C(C)C)cc2s1 (stereo not drawn)	-1.4	0.1	-3.0	-0.4

Some of these compounds in order of number of heavy atoms, descending:
SMILES	TEAD-YAP inh	FBW7 activator	MITF primary	GPR151 ag
COc1ccc(CNC(=O)CN(C(=O)c2snc(C(N)=O)c2N)c2ccccc2)cc1	8.9	-0.1	-1.1	-0.4
CCn1c(SCC(=O)Nc2cccc(NC(=O)C3CC3)c2)nnc1-c1cccs1	-21.2	-1.6	0.4	0.5
CC(=O)Nc1nonc1NC(=O)CSc1ncn[nH]1	-0.2	0.4	11.4	1.5

Assay outcomes from PubChem BioAssay.
